EBI2 block: blocks human EBI2 receptor beta-arrestin signaling | inhibition, % at 5 µM | P32249 | actives 0.81% (n = 360,000) | EBI2 beta-arrestin recruitment, luminescence, 7a,25-OHC stimulated | AID 651636; in the data active means inhibition above about 38%;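 further: enzyme fragment complementation signal reports receptor beta-arrestin coupling in cells; 0% = agonist plus DMSO wells and 100% = wells without agonist; some results beyond the cut were filed as inactive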
CCR6 antagonist: antagonists of human CCR6 receptor | P51684 | inhibition, % at 20 µM | actives 0.49% (n = 340,000) | CHO-K1 CCR6 PathHunter beta-arrestin, luminescence, CCL20-stimulated;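 active means compounds whose inhibition of the agonist-driven luminescence signal at 20 µM reaches about 50%, limit read from the data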;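 further: cells stimulated with CCL20 at 14 nM final; plate controls were DMSO with CCL20 for no effect and DMSO without agonist for full effect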
Gli-Sufu antag: antagonists of Gli-Sufu signaling. actives 0.74% (n = 340,000). inhibition, % at 5 µM. Sufu-KO-LIGHT fibroblasts, Gli luciferase reporter luminescence;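 active means inhibition above about 55%, limit read from the data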;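 further: 0% = DMSO-treated cells and 100% = wells with medium but no cells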
UBC13 polyUb: human UBC13 polyubiquitination inhibition; UBC13 polyubiquitin chain formation, TR-FRET; inhibition, % at 20 µM; actives 0.47% (n = 330,000); AID 485273; in the data active means inhibition above about 45%, passing the limit was not always enough
SENP8 inh: inhibitors of human SENP8 protease; purified SENP8, Z-RLRGG-aminoluciferin cleavage, luminescence; inhibition, % at 10 µM; actives 1.2% (n = 330,000)
697 NFkB inh: lowers PMA/ionomycin-induced NF-kB signal in 697 B cells; AID 435022; actives 0.33% (n = 330,000); inhibition, % at 4 µM; 697 B-cell NF-kB luciferase reporter, 16 h; in the data active means inhibition above about 35%
Apaf1 inhib: inhibitors of human Apaf-1 apoptosome | O14727 | reconstituted apoptosome caspase-3 activity, DEVD-Rh110 fluorescence | inhibition, % at 20 µM | actives 0.71% (n = 330,000); active means inhibition of at least 40% at 20 µM;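 further: plate controls were DMSO wells for no effect and DEVD-CHO caspase inhibitor wells for full effect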
Target sequence (O14727 whole entry, looked up): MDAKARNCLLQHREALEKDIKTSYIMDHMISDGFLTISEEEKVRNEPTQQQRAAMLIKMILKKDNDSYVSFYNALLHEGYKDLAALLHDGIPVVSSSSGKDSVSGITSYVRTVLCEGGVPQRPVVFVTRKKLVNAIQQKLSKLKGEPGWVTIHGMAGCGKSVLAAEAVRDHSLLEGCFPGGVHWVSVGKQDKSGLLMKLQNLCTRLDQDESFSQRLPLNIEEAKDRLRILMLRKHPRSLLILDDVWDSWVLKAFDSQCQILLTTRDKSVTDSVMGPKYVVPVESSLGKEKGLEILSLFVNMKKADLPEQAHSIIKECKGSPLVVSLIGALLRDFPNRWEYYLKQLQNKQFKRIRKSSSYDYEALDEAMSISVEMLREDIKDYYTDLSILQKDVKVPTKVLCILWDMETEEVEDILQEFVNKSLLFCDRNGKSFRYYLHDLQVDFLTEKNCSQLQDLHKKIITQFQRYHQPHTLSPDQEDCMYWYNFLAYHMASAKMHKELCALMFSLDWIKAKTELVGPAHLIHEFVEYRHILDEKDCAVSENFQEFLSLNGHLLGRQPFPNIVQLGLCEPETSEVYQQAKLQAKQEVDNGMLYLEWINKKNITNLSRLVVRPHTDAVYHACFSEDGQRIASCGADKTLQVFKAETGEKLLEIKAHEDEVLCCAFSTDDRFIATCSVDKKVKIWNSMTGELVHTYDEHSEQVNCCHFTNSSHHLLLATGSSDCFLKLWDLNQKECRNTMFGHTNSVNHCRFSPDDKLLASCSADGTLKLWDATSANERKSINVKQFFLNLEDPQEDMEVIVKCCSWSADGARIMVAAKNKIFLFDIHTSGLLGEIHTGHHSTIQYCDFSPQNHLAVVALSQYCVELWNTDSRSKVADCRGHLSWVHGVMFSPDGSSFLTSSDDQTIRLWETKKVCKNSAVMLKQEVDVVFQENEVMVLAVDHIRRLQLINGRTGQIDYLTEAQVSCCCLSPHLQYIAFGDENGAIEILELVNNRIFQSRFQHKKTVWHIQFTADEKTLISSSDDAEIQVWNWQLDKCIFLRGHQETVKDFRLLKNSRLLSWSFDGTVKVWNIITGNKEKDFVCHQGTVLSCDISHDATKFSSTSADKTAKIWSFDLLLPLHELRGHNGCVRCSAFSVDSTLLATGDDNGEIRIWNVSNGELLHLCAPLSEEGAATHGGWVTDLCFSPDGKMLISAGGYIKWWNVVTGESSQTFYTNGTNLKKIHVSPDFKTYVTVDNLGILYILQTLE
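Material: reconstituted apoptosome with Apaf-1, cytochrome c, caspase-9, procaspase-3, dATP; medium: pH 7.5 Hepes buffer with CHAPS, BSA, DTT; also added: cytochrome c and DEVD-Rh110 substrate; timing: 30 min plus 50 min, RT; signal: Rh110 fluorescence intensity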
Jurkat NFkB inh: lowers PMA/ionomycin-induced NF-kB signal in Jurkat cells; inhibition, % at 4 µM; actives 0.53% (n = 330,000); PMA/ionomycin-induced NF-kB luciferase reporter, luminescence
The depositor's hits bear a star; . = no result given. Unless noted, no stated cut-off is given here; in the data, active means inhibition above about 50%; inactive means the rest.

Sample of the layout, three compounds:
Molecule,EBI2 block,CCR6 antagonist,Gli-Sufu antag,UBC13 polyUb,SENP8 inh,697 NFkB inh,Apaf1 inhib,Jurkat NFkB inh
Cc1ccc(-n2nnc3c(SCC(=O)NCc4ccco4)ncnc32)cc1,-0.9,10.9,9.0,12.4,0.4,13.3,4.6,3.5
CC12CCC(C(=O)NCCCn3ccnc3)(OC1=O)C2(C)C (stereo not given),-8.2,-3.7,-5.1,-6.9,-10.0,-28.0,11.3,0.8
O=S(=O)(CCN1CCN(c2ccccn2)CC1)c1ccc(F)cc1,6.9,7.8,1.2,5.0,6.2,14.2,8.3,-0.9

Results, from the start:
Molecule,EBI2 block,CCR6 antagonist,Gli-Sufu antag,UBC13 polyUb,SENP8 inh,697 NFkB inh,Apaf1 inhib,Jurkat NFkB inh
Cc1ccc(-n2nnc3c(SCC(=O)NCc4ccco4)ncnc32)cc1,-0.9,10.9,9.0,12.4,0.4,13.3,4.6,3.5
CC12CCC(C(=O)NCCCn3ccnc3)(OC1=O)C2(C)C (stereo not given),-8.2,-3.7,-5.1,-6.9,-10.0,-28.0,11.3,0.8
O=S(=O)(CCN1CCN(c2ccccn2)CC1)c1ccc(F)cc1,6.9,7.8,1.2,5.0,6.2,14.2,8.3,-0.9
O=C(N/N=C/c1cccc([N+](=O)[O-])c1)c1ccccc1-n1cccc1,-6.0,5.9,-4.2,2.2,-3.0,18.6,6.3,-25.9
CC(=O)Nc1ccc(NC(=O)C(C)OC(=O)CSCc2cccc(Cl)c2)cc1 (stereo not given),-19.4,-4.2,-13.1,1.5,2.6,16.2,0.2,14.5
CCSc1nnc(CCNS(=O)(=O)c2ccc(C(C)=O)cc2)n1C,-8.4,1.0,-5.9,5.3,1.9,-6.7,-3.3,12.0
COC(=O)CC1C(=O)NCCN1C(=O)c1cc([N+](=O)[O-])ccc1Cl (stereo not given),-13.2,1.2,-7.8,-0.1,9.0,5.6,1.8,11.8
O=C(NCc1cccnc1)c1ccc2c(c1)N(Cc1ccccc1)CCS2,-4.2,5.0,0.5,16.2,-6.8,2.6,7.1,3.3
CNC(=O)NNC(=O)c1nc(-c2ccccc2)c(C)o1,4.2,1.3,-16.3,3.6,7.6,9.2,-29.6,3.6
O=C1CC(C(=O)Nc2ccc(F)cc2)S/C(=N\N=C\c2ccco2)N1 (stereo not given),-2.2,-10.6,-12.7,-2.1,-0.3,15.1,8.8,13.7
CCOC(=O)c1c(C)[nH]c(C)c1S(=O)(=O)N(C)CC(=O)Nc1cc(C)ccc1OC,-3.3,6.4,7.7,10.4,-9.0,4.3,-9.4,1.4
Cc1ccc(CNC(=O)CCC(=O)Nc2nnc(C(C)C)s2)cc1,-0.9,-1.4,1.0,5.2,2.8,13.3,-2.1,7.8
COc1ccc(Cl)cc1C(=O)NNC(=O)C1COc2ccccc2O1 (stereo not given),-8.9,17.1,1.8,-2.2,-9.9,-14.6,-13.0,-12.3
COc1ccc(-c2ccc(SCC(=O)N3CC(=O)Nc4ccccc43)nn2)cc1,9.9,4.1,-4.6,4.6,3.2,-28.6,6.8,-37.0
O=C1OCCN1C(=O)[C@H]1[C@H](c2ccc(F)cc2)C(c2ccccc2)=NN1c1ccccc1,8.0,12.1,-6.5,.,.,10.3,16.9,.
Cc1nnc(Nc2ccc(F)cc2)c2ccccc12,1.5,1.4,11.7,-3.5,6.9,6.6,7.3,-0.2
COc1ccc(NC(=O)Nc2ccc(Cc3ccncc3)cc2)c(OC)c1,2.5,3.6,-0.7,-10.0,-5.6,0.6,10.1,-21.6
Clc1ccc(-c2csc(N3CCc4ccccc4C3)n2)cc1,-1.8,12.8,-1.9,-1.7,-12.7,6.0,9.6,5.7
N#Cc1nc(-c2ccc(Cl)cc2)oc1NCc1ccco1,7.0,3.9,-45.2,11.0,-8.3,-41.7,3.2,-38.4
COc1ncccc1C(=O)N1CCCC(N2CCN(c3cccc(Cl)c3)CC2)C1 (stereo not given),-6.9,-6.0,-4.4,-9.3,8.5,-3.6,-13.4,15.5
CCc1ccc(NC(=O)CCS(=O)(=O)c2ccc(Br)cc2)cc1,-9.9,15.4,-2.4,-6.6,-7.5,3.5,2.2,-18.6
C=CCOc1ccccc1/C=N/n1nnnc1N,1.9,13.3,22.7,3.8,-1.3,0.1,2.8,-0.8
CS(=O)(=O)N1CCC(Oc2ccccc2C(=O)NC2CCCCCC2)CC1,-0.4,13.2,2.1,1.3,2.7,11.8,4.3,-26.4
CC(C)c1ccc(C(=O)NCCCc2ccccc2)cc1,18.6,6.1,-83.5,7.6,-8.6,-92.4,20.7,-64.1
CCCCNC(=S)N(C)/N=C/c1ccc(OCC(=O)Nc2ccc(OC)cc2)c(OC)c1,5.2,21.1,-7.3,-5.8,-2.1,7.1,24.3,16.0
Cc1ccc(NC(=O)COC(=O)C2CSC3(C)CCC(=O)N23)c(C)c1 (stereo not given),-4.8,-0.9,-12.2,-6.1,-15.0,10.6,7.9,-3.7
Nc1nnn(CC(=O)N/N=C/C=C/c2ccccc2)n1,-16.8,5.2,-3.4,-2.3,-11.3,3.0,5.5,-7.6
COc1cccc(N/C(SC)=C(/C#N)C(=O)NCc2cccs2)c1,4.7,15.0,7.0,19.8,-1.2,3.5,6.9,-4.0
O=C(Cn1nc(-c2ccccc2)c2ccccc2c1=O)NCCO,7.4,5.0,3.7,-0.6,4.6,0.3,0.0,-8.8
CCOc1ccc(C(=O)N[C@H](C(=O)NNC(=O)c2cccs2)C(C)C)cc1,0.7,10.1,7.6,0.2,-6.4,4.8,-0.9,-3.0
Cc1ccc(-n2c(SCC(=O)N3CCOCC3)nnc2-c2ccncc2)cc1C,0.5,-1.5,7.7,5.3,2.3,-4.8,-26.6,3.4
COc1ccc(S(=O)(=O)N2CCCCCC2)cc1NC(=O)c1ccccc1S(C)(=O)=O,-4.5,16.5,-5.4,4.2,9.9,4.8,5.5,-11.9
Cc1cccc(COCC(Cc2ccccc2)N2CCN(C(=O)c3cccc(Cl)c3)CCC2=O)c1 (stereo not given),12.7,1.9,-8.6,14.7,4.1,3.1,14.3,1.4
CC(=O)c1cc(C)ccc1OC(=O)c1cccc2nc(C)oc12,1.4,3.5,-0.7,-0.3,-2.3,-5.9,12.0,-12.8
CCCCOC(=O)c1ccc(NC(=O)C(=O)NCc2ccco2)cc1,7.4,10.9,-8.4,-1.9,-2.4,6.6,-7.9,8.3
O=C(CN1CCOCC1)Nc1ccc(Cl)c(Cl)c1,1.4,-6.3,-23.3,1.2,-2.4,-9.8,1.8,-1.0
CC(C)C(NC(=O)c1ccco1)C(=O)NC1CCCCCC1 (stereo not given),-8.1,6.2,-17.2,-2.2,1.0,1.9,-0.7,12.0
CC(=O)NC(=S)Nc1ccc(NC(=O)COc2ccc(Cl)cc2Cl)cc1,-6.9,-12.9,-5.7,-15.8,-2.4,-7.1,0.7,-14.9
COc1cccc(CN2CCNC(=O)C2CC(=O)N(C)CCC2CCOCC2)c1OC (stereo not given),-7.0,7.9,-5.0,-3.0,6.2,5.9,11.4,5.7
CN(CC(=O)O/N=C(\N)c1cccc([N+](=O)[O-])c1)S(=O)(=O)c1ccccc1,8.5,-22.9,3.4,2.0,-2.7,1.5,-18.4,1.6
O=C(N/N=C/c1cccc([N+](=O)[O-])c1O)c1cccs1,14.1,63.9*,-9.5,-86.8,-0.8,2.6,8.3,1.4
COc1ccc(CN2C(=O)C(C)S/C2=N/N=C/c2ccco2)cc1 (stereo not given),-1.7,8.0,-33.7,-5.8,8.3,-82.2,-16.1,-18.0
FC(F)(F)c1cnc(-n2cc[nH]c2=S)c(Cl)c1,-5.7,-13.4,-0.5,-4.1,-1.7,1.7,2.0,15.5
COc1cccc(CN(C)CC(=O)Nc2cccc(S(N)(=O)=O)c2)c1OC,-2.7,10.2,7.5,11.0,1.7,26.1,-3.7,16.6
Cc1cccc(NC2=C(C#N)C(=O)NC3(CCCC3)S2)c1,-10.9,4.9,4.3,-1.1,0.6,3.5,0.5,8.8
Cn1c(CC(=O)NNC(=O)c2cncc(Br)c2)nc2ccccc21,-9.6,-4.4,0.0,-13.5,-3.6,-1.2,8.3,2.1
COC(=O)[C@H](Cc1ccccc1)NC(=O)NCCc1ccc(S(N)(=O)=O)cc1,0.3,-5.5,3.9,-1.3,-12.7,-11.1,-1.0,5.3
CC1CCC(NC(=O)CNC(=O)c2ccc3ccccc3c2)CC1 (stereo not given),6.1,7.8,-43.5,-6.6,-0.8,-32.0,7.7,-38.9
CC(C)(C)c1ccc(C(=O)N2CCNC(=O)C2CC(=O)Nc2ccc(F)cc2)cc1 (stereo not given),-23.8,11.5,-25.0,-2.8,-17.5,-20.6,6.1,-2.5
CCC(=O)N1N=C(c2ccccc2)CC1c1ccc([N+](=O)[O-])cc1 (stereo not given),6.5,16.3,7.2,6.9,-7.1,-11.9,15.2,-9.3
O=C(CCc1n[nH]c(=O)[nH]c1=O)Nc1cccc([N+](=O)[O-])c1,-10.2,-5.2,-2.5,-6.9,5.1,-18.9,-1.3,-2.3
CCOC(=O)C1(CCOC)CCN(C(C)CCc2ccc(OC)cc2)CC1 (stereo not given),0.4,1.6,20.9,-2.3,-9.0,-1.8,3.0,12.9
Cc1c(NC(=O)Nc2ccc(C(C)(C)C)cc2)c(=O)n(-c2ccccc2)n1C,-6.8,9.6,1.8,-4.2,-2.8,-22.4,14.0,-10.2
Cc1ccc(NC(=S)/N=C(\N)Nc2nc(C)c3cc(C)ccc3n2)c(C)c1,2.4,21.9,17.8,-12.5,-12.0,18.3,14.0,3.4
C/C(=N\NC(=S)Nc1ccc(F)cc1)c1ccc2c(c1)OCCO2,-4.2,58.2*,-12.4,-4.9,-2.5,-44.4,5.2,36.0
CCCc1c(CC)c(=N)c2ccccc2n1C,-20.6,22.0,51.5,-5.6,2.8,-49.1,0.8,-7.9
CCOC(=O)CSc1nnc(Cc2ccc(OC)cc2)n1-c1ccccc1,-2.4,-0.5,1.8,-2.0,9.3,10.4,-1.9,2.0
CCc1ccccc1N1C(=O)C2CC(C)=C(C)CC2C1=O (stereo not given),0.2,9.6,-3.0,4.8,0.2,-3.3,-4.0,5.7
CCOC(=O)c1cnc(SC)nc1Oc1cccc(NC(=O)c2ccc(C)cc2)c1,13.4,25.3,-0.1,-17.0,-6.6,14.1,1.1,3.4
CCN(C(=O)CSc1ncn[nH]1)C1CCCCC1,-9.3,-13.6,-4.1,6.0,2.9,16.0,-9.7,-2.8

More records follow.
Molecule,EBI2 block,CCR6 antagonist,Gli-Sufu antag,UBC13 polyUb,SENP8 inh,697 NFkB inh,Apaf1 inhib,Jurkat NFkB inh
Nc1ccc2nc(Cc3ccccc3)[nH]c2c1,2.4,10.1,18.6,-2.2,1.5,3.8,-1.7,-2.6
CC(C)C(=O)NNC(=O)CC(=O)Nc1ccccc1C(=O)O,-7.2,0.7,-4.3,-2.8,2.0,13.8,-16.6,-1.5
C#CCSc1nc(Cc2ccc(Cl)cc2)nc2ccccc12,13.1,12.6,-8.7,12.1,-5.5,-2.4,14.1,-7.7
Oc1cccc2ccc(/C=C/c3ccccc3Cl)nc12,20.7,45.1,5.0,-21.6,88.3*,-131.7,16.3,-66.1
CNC(=O)c1c(NC(=O)c2ccc(S(=O)(=O)N3CCCc4ccccc43)cc2)sc2c1CCN(C)C2,15.6,35.2,2.4,-11.7,-1.5,-7.4,-1.4,-0.5
COc1ccc(NS(=O)(=O)c2cccc(C(=O)NCC(c3cccs3)N3CCOCC3)c2)cc1 (stereo not given),11.0,-0.5,7.2,7.1,-7.8,2.1,2.0,-4.7
CCOC(=O)c1cc(-c2ccc(Cl)cc2)nc2onc(C)c12,.,.,.,34.0,-6.6,4.3,14.7,-6.0

Screens (PubChem BioAssay)

Only part of the results is shown; count on the stated rates, not on these rows.
